WT yeast gro inh: growth inhibition of WT yeast, mitochondrial fusion screen; mitochondrial fusion phenotypic screen, WT strain; inhibition, % at 10 µM; 190,000 tested, 2.1% active; in the data active = inhibition above about 58%; tested in S. cerevisiae
Dynein transport: dynein cargo transport inhibition | 3617.4 mouse cells, GR-EGFP nuclear translocation imaging; test concentration mostly 20 µM; stimulated with dexamethasone, 1 µM; stronger effect = lower value | z-score, hits read low | 220,000 tested, 0.47% active;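 active = plate z-score of nuclear minus cytoplasmic receptor signal below a set negative limit, without overly bright fluorescence or cell loss, cut at about -3.5 in these data, passing the limit was not always enough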;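 note: z-score of nuclear minus cytoplasmic ring GR-EGFP intensity difference per well; some compounds called inactive have numbers as strong as hits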
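Also added: dexamethasone, 1.0 µM final. Medium: tet-free, stripped-serum medium. Detection: fixed, Hoechst-stained cells imaged at 10x for EGFP. Read-out: nuclear-to-cytoplasmic GR-EGFP distribution per well. Times: induction 48 h, compound 1 h, agonist 30 min.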
b-catenin transl: beta-catenin nuclear translocation modulation; nuclear translocation activity, % at 5 µM; HeLa beta-catenin nuclear translocation, immunofluorescence imaging; 190,000 tested, 0.3% active;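 active = nuclear translocation activity above 50% at 5 µM, with a well cell count of 50 or more; inconclusive = wells under 50 cells across six images, flagged as toxic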;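 note: per-cell ratio of nuclear to cytoplasmic median beta-catenin stain intensity; plate controls were DMSO negative control for no effect and GSK-3 inhibitor IX positive control for full effect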
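Technique: fluorescence imaging of beta-catenin antibody stain plus DAPI / Material: human HeLa cell line / Incubation: compound treatment 24 h, 37°C, 5% CO2 / Read-out basis: % activation of per-cell nuclear versus cytoplasmic median beta-catenin signal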
Yfh1-off respiration: mitochondrial function rescue without frataxin homolog – Friedreich's ataxia, plus single-dose screen, dose response (AID 1465) | S. cerevisiae Yfh1-off respiration, WST-1 reduction, 72 h; higher fold induction means a stronger effect | one-dose fold induction at 50 µM; EC50 in µM for titrated hits | 220,000 tested, 0.074% active;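 active = fold induction of absorbance versus untreated yeast above a set limit, then at least 30% activation at any dose in follow-up; inconclusive = repeats straddling the limit, or above it without dose testing; inactive = fold induction below the set limit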;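 note: activators that raise dye reduction in frataxin-depleted yeast; strong numbers were not always called active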
Insulin prom up: MIN6 insulin promoter up-regulation. MIN6 insulin promoter-GFP reporter, high-content imaging; stronger effect = higher value. 190,000 tested, 0.3% active. z-score at 5 µM. AID 1625;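 active = z-score above 3 at 5 µM with at least 500 cells counted in the well; inconclusive = wells under 500 cells, flagged as cytotoxic or low count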
Lipid droplet: modulators of hepatic lipid droplet formation. AML12 mouse hepatocytes, oleate lipid droplets, BODIPY imaging. inhibition, % at 6.5 µM. 240,000 tested, 0.4% active. AID 1656;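 active = lipid droplet intensity inhibited by at least 50%, with more than 500 cells counted; inconclusive = wells with under 300 cells, treated as cytotoxic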
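Test system: AML12 mouse liver cells; schedule: overnight exposure; technique: high-content imaging of BODIPY-stained droplets and DAPI nuclei; read-out: % inhibition of corrected integrated BODIPY droplet signal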
MT stabilizer: stabilizes microtubules in HeLa cells; % tubulin-high responders, % at 10 µM; AID 2205; 200,000 tested, 0.83% active; HeLa tubulin immunostaining HCS, 24 h; share of cells brighter than vehicle mean+2SD;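 active = plate Z-score above 3 for both tubulin-high and condensed-nucleus cell shares, with cell loss under 80%, at 10 µM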;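 note: anti alpha tubulin signal scored within the nucleus-defined area of each cell; some results filed as inactive read as strong as hits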
NOD2 inhibition: NOD2 signaling inhibitors, cell-based, luminescence, uHTS, HEK293 (AID 1566). HEK293 NOD2/NF-kB luciferase reporter, luminescence; higher % means a stronger effect. inhibition, % at 4 µM, or EC50 in µM where a hit was titrated. 290,000 tested, 0.63% active; in the data active = inhibition above about 50%; note: many of its hits are not listed in these tables
Autophagy HCS: alters autophagy in cells; 190,000 tested, 0.98% active; calls only at 10 µM (by protocol); MEF GFP-LC3 puncta imaging; test concentration mostly 10 µM; AID 463193;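 active = percentage of spot-positive cells more than 3 SD above its plate mean, without a fluorescence outlier flag or 80% toxicity; inconclusive = no clear call, values can overlap the other calls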;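 note: spot-positive cell cutoff set from DMSO-treated cells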
WT yeast gro inh mutant strain: further read-out of WT yeast gro inh, marked with its call; inhibition, %; mitochondrial fusion phenotypic screen, mutant strain inhibition
Dynein transport cytoplasmic EGFP: also measured in Dynein transport; calls as there; z-score; measured here: cytoplasmic GR-EGFP intensity; stronger effect = higher value
Dynein transport nuclear GR-EGFP: also measured in Dynein transport; calls as there; z-score; measured here: nuclear GR-EGFP intensity;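 lower value marks the stronger effect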
Dynein transport cell count: recorded beside Dynein transport, whose call it bears; z-score; measured here: cell count per field
Insulin prom up cell count: recorded beside Insulin prom up, whose call it bears; cell count; measured here: cytotoxicity, nuclei count;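 total cells summed across four imaged fields per well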
Lipid droplet cells 6.5 µM: also measured in Lipid droplet; calls as there; cell count; measured here: cell count, cytotoxicity flag;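 cells counted across two imaged fields per well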
b-catenin transl cell count 5 µM: also measured in b-catenin transl; calls as there; cell count; measured here: cell count, cytotoxicity flag
MT stabilizer Hoechst-high %: second read-out of MT stabilizer, no call of its own (marks repeat the call); % Hoechst-high responders; measured here: nuclear condensation Hoechst responders;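 share of cells brighter than vehicle mean plus two SD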
MT stabilizer cytotoxicity %: second read-out of MT stabilizer, no call of its own (marks repeat the call); toxicity, %; measured here: cytotoxicity by cell density;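 0% = mean cell density of plate MIN control wells and 100% = no cells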
Autophagy HCS cell loss 18 h: also measured in Autophagy HCS; calls as there; toxicity, %; measured here: cell loss, nuclei count;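 cell loss after 18 h compound exposure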
An asterisk follows results filed as active; i = inactive; u = inconclusive; x = not tested or not shown; + = active, no number; & = joins results of further samples.

SMILES	WT yeast gro inh	WT yeast gro inh mutant strain	Dynein transport	Dynein transport cytoplasmic EGFP	Dynein transport nuclear GR-EGFP	Dynein transport cell count	b-catenin transl	b-catenin transl cell count 5 µM	Yfh1-off respiration	Insulin prom up	Insulin prom up cell count	Lipid droplet	Lipid droplet cells 6.5 µM	MT stabilizer	MT stabilizer Hoechst-high %	MT stabilizer cytotoxicity %	NOD2 inhibition	Autophagy HCS	Autophagy HCS cell loss 18 h
CCc1ccc(CN2CCN(C(=O)Cc3ccccc3)CC2)cc1	29	15	0.49	-0.38	-0.42	1.2	0.5	1449	i	-0.25	1370	-15	653	1.4	1.1	1.7	-10%	i	0
CCN(CC)c1ccc(C=C2C(=O)NC(=S)NC2=O)cc1	x	x	-5.1*	0.87*	-2.1*	-0.19*	0.8	1018	i	0.53	1128	0	823	x	x	x	-27%	x	x
O=c1[nH]c(=S)n(Cc2ccc(F)cc2)c(O)c1C=NCCCn1ccnc1	x	x	-0.83	-0.22	-0.4	0.93	1.2	1265	i	-0.1	1151	-21	676	x	x	x	17%	x	x
CCC1(CC)C(=O)NC(=NCCc2c[nH]c3ccccc23)NC1=O	26	21	1.9	-0.087	1.5	-1.8	-0.4	750	i	-0.42	1617	x	x	5.1	2.7	6.6	12%	i	2
O=c1c2ccc(Cl)cc2[nH]c(=S)n1-c1cccnc1	1	1	0.69	-0.1	0.4	-0.41	2.2	921	i	x	x	28	706	1.8	2.2	2.8	11%	i	0
CC(=NCCCn1ccnc1)c1c(O)n(-c2ccccc2)c(=O)[nH]c1=O	x	x	0.99	-0.19	0.99	-0.1	-0.2	1345	i	x	x	7	749	x	x	x	16%	x	x
Cc1ccc(S(=O)(=O)NC(Cc2cnc[nH]2)C(=O)O)cc1 (stereo not given)	-15	-9	-0.36	-0.31	-0.14	0.11	0.4	458	i	0.05	1402	2	465	1.5	1.8	3.6	7%	i	10
CCN(CC)CCN1Cc2ccccc2C1=N	2	7	-0.14	-0.1	0.11	-0.42	0.2	1132	i	-0.43	1504	17	616	1.9	1.7	3.2	9%	i	0
CC(C)[C@H]1C(=O)N2CCC[C@H]2[C@]2(O)O[C@](NC(=O)[C@@H]3C=C4c5cccc6[nH]cc(c56)C[C@H]4N(C)C3)(C(C)C)C(=O)N12	14	-10	0.62	0.44	0.6	0.86	5.4	506	i	x	x	1	671	5.7	1.4	0.3	16%	i	-46
C[N+]1(C)CCc2cc3c(cc2[C@H]1[C@@H]1OC(=O)c2c1ccc1c2OCO1)OCO3	13&4	2&10	0.66	-0.063	0.56	0.0087	-3.0&-3.4	526&1126	i	0.28	1425	-2&0	706&767	2.4	2.3	6.5	7%&-3%	i	33
Cc1ccc(N)c(C(=O)c2ccc(Br)cc2)c1	29	-26	-0.41	-0.36	-0.31	0.6	-0.8	1123	i	0.25	962	0	699	2.1	3.1	1.6	-15%	i	-5
O=c1c2cc(Cl)cc(Cl)c2nc(CN2CCOCC2)n1-c1ccccc1F	3	6	-0.18	0.01	-0.017	0.23	-0.1	1019	i	-0.44	1693	-4	664	3.6	2.6	8.0	1%	i	3
COc1ccc(C(=O)N2CCCC2=O)cc1	-3	-2	-0.5	-0.29	0.25	1.1	x	x	i	x	x	-6	688	2.7	2.1	8.2	3%	i	-15
C/C(=N\Nc1ccccc1)c1c(O)n(C)c(=O)n(C)c1=O	12	2	-0.11	-0.28	-0.27	0.28	15	883	x	-0.37	1510	-6	642	3.3	2.8	9.2	-100%	i	12
Cc1ccccc1-c1nc(CS(=O)CC(=O)N2CCC3(CC2)OCCO3)c(C)o1 (stereo not given)	-1	-3	-0.0021	-0.18	0.26	-0.96	0.6	1357	i	0.24	1417	x	x	4.1	5.3	10	7%	i	-14
O=Cc1c(C(=O)O)n(Cc2ccc(Cl)cc2)c2ccccc12	-14	1	1.1	-0.041	1.3	-1.1	-0.7	1045	i	1.9	1500	-3	471	6.8	3.1	7.9	10%	i	16
CC[n+]1c(SC)ccc2cc(OC)ccc21	71*	+	0.12	-0.26	0.29	0.21	-5.9	527	i	0.05	1478	1	696	2.5	2.2	5.5	14%	i	-3
O=C(Cn1cc(C(=O)c2ccccc2F)c2ccccc21)NC1CC1	10	0	-0.22	-0.3	-0.65	0.35	-1.7	1077	i	-0.18	1405	-2	723	2.2	2.1	4.0	14%	i	7
CN1c2ccc([N+](=O)[O-])cc2CC2(C(=O)NC(=O)NC2=O)C1c1ccccc1 (stereo not given)	3	2	-0.44	-0.25	-0.24	1.4	-1.9	545	i	-0.18	1367	0	612	1.9	3.8	8.8	16%	i	19
COc1ccccc1N1CCN(Cc2cnc(-c3ccccc3)[nH]2)CC1	x	x	-0.26	-0.27	-0.38	0.26	1.5	1321	i	-0.47	1319	11	693	x	x	x	15%	x	x
CCc1ccc(NC(=O)C(C)OC(=O)c2c(C)nn(Cc3ccccc3)c2Cl)cc1 (stereo not given)	11	0	-0.16	-0.16	-0.3	0.1	0.3	1130	i	-0.15	1385	2	541	2.6	2.7	5.6	8%	i	-5
Cc1[nH]c2c(Cl)cccc2c1CCN	x	x	1.1	-0.19	1.5	-1.9	-1.2	1046	i	0	1558	6	697	3.0	1.5	1.7	0%	i	2
Clc1ccc2c(c1)C(OC1CN3CCC1CC3)c1ccccc1CS2 (stereo not given)	22	24	0.98	0.0039	0.65	-0.25	2.2	821	i	u	x	18	640	5.3	2.9	8.2	-13%	i	4
O=C(CN1CCCCC1)c1cccc(Br)c1	-15	-2	-0.47	-0.24	-0.38	0.18	-2.7	1014	i	0.85	1493	19	666	2.7	2.1	3.8	8%	i	11
CC(NCc1ccccc1Cl)C(O)c1ccccc1 (stereo not given)	17	15	1.1	-0.22	0.87	-0.36	-0.4	1416	i	0.59	1483	x	x	2.2	0.9	8.8	14%	i	20
O=C1NC(=O)N(Cc2ccc(F)cc2)C(=O)/C1=C\c1ccc([N+](=O)[O-])s1	x	x	-5*	1.5*	-2.2*	-0.47*	0.2	1292	i	x	x	1	713	x	x	x	2%	x	x
COc1ccc2c(c1OC)C(=O)OC2c1c(O)n(Cc2ccc(F)cc2)c(=O)[nH]c1=O (stereo not given)	23	3	-0.13	-0.095	0.18	0.88	-2.4	1177	i	0.34	1217	8	784	3.1	3.3	5.6	3%	i	-8
CCOP(=S)(OCC)Oc1cc(C)oc(=O)c1	x	x	0.57	-0.17	0.069	-0.58	2.4	1015	i	0.04	1374	2	713	x	x	x	-18%	x	x
Cc1cc(C)cc(N2C(=O)NC(=O)/C(=C/c3cccn3-c3ccc(Cl)cc3)C2=O)c1	2	-5	-1.2	0.47	-0.57	2	-2.1	1022	i	0.87	1477	-11	715	6.4	5.8	10.0	x	i	-4
COc1ccc(CC(=O)Nc2ccc3c(C(F)(F)F)cc(=O)oc3c2)cc1OC	-27	-2	0.22	-0.19	0.28	-0.78	-0.7	1114	i	-0.9	1448	-7	674	3.9	2.1	10.0	10%	i	0
CCOC(=O)c1cc(C)n(CCc2cnc[nH]2)c1C	15	11	-0.12	-0.23	0.77	-0.61	-2.0	1165	i	0.56	1042	x	x	5.2	2.5	6.2	-7%	i	18
N=C1SCC(=O)N1Cc1ccccc1	-14	-4	-0.057	-0.28	0.11	-0.15	1.2	1052	i	-0.92	1284	26	690	3.0	0.8	2.8	6%	i	28
CNC(=O)Nc1ccc(C(=O)N/N=C\C23CC[C@@H](O)CC2(O)CC[C@@H]2[C@@H]3CCC3(C)C(C4=CC(=O)OC4)CCC23O)cc1 (stereo not given in full)	x	x	-0.51	-0.26	-0.47	0.81	-2.5	1228	i	-0.39	1510	8	706	x	x	x	18%	x	x
C=CCN1C(=O)/C(=C\c2ccc(N3CCOCC3)o2)C(=O)NC1=S	-5	14	-0.82	-0.3	-0.57	0.33	1.3	918	i	0.66	1273	9	632	2.3	3.9	2.0	-17%	i	-1

Only part of the results is shown (hit frequency here may not be typical).
